MLL CXXC-DNA inh: qHTS Fluorescence Polarization Assay for Inhibitors of MLL CXXC domain - DNA interaction. Potency, µM (top dose mostly 115 µM), for inactives: at the highest dose activity change, negative = inhibition, usual class: inhibitors. 290,000 compounds, 0.037% hits. MLL-CXXC / FITC-HOXA9 DNA fluorescence polarization; active means well fitted inhibition curve with a large enough effect in the polarisation, with a control signal flat, not every such curve was filed as active; inconclusive means small, poorly fitted or top-dose-only effect, or effect the other way, or a change in a side signal; inactive means no such curve, though single readings can be large or run the other way; the % refers to the polarisation; further: potency means the concentration at half of the fitted maximal effect
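Fluorescence polarization: 7 uM MLL-CXXC (stock) preincubated 5 min with compounds, then 50 nM fluorescein-HOX-A9 DNA (stock) added; 30 min ambient. Buffer 50 mM Tris-HCl pH 7.5, 50 mM NaCl, 1 mM DTT, 0.05% BSA.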
TCR activator: Activators of T cell receptors: qHTS campaign. primary human leukocytes, anti-CD3, IL-2 HTRF, 48 h. Potency, µM (titrated, usually from 9.22 µM), for the others: top-dose activation of IL-2 secretion, usual class: activators. 330,000 tested, under 10 active. AID 504894, 2011; further: % of control where 0% means no effect
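HTRF read-out of IL-2 secretion: europium cryptate donor excited at 320nm, d2 acceptor emission at 665nm. Cells were primary human leukocytes incubated 48 hr with compounds and a-CD3 beads, supplying TCR signal only.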
Chronic BCR inh: qHTS Assay to Find Inhibitors of Chronic Active B-Cell Receptor Signaling; ABC-DLBCL IkBa-CBG/CBR reporter, luminescence ratio, 4 h; Potency, µM (doses to about 46.1 µM), inactives show at the top dose ratio change, negative = lower green/red ratio, hits mostly inhibitors; 340,000 compounds, 0.05% hits; AID 493014, 2011; active means well fitted inhibition curve with a large enough effect in the signal ratio, with a control signal flat, not every such curve was filed as active; inconclusive means small, poorly fitted or top-dose-only effect, or effect the other way, or a change in a side signal; the % refers to the signal ratio;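 further: potency means the concentration at half of the fitted maximal effect; plate controls were basal doxycycline-induced cells for no effect and cells given 10 µM MG132 for full effect; MG132 reads +100%, hits lower the ratio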
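Compounds up to 46 uM were incubated four hours with TMD8 cells whose green CBG68 luciferase is fused to IkappaBalpha; red CBR luminescence normalised the signal, and concentration-effect curves were fitted to fusion, red and ratio data.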
AT treatment: qHTS Assay for Identifying a Potential Treatment of Ataxia-Telangiectasia; 320,000 compounds, 0.19% hits; Potency, µM (top dose mostly 57.5 µM), inactives show at the highest dose activation, most hits filed as activators; […] A-T fibroblasts, KAP-1 phosphorylation AlphaLISA; neocarzinostatin DNA damage 30 min before lysis; AID 485349, 2010; further: potency means the concentration at half of the fitted maximal effect; % of control where 0% means no effect; nearly all actives have a fitted effect of over 45% in size
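hTERT-immortalized A-T patient fibroblasts ([…]), 500 cells/well in OPTI-MEM, 1% FBS, got compounds for 60 min, then NCS for 30 min at 37C. Lysates were then assayed for phospho-KAP-1 by AlphaLISA (anti-pKAP1 donor, anti-KAP1 acceptor beads), 6 hr at 25C.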
KCNH2 WT inh: qHTS for Inhibitors of KCHN2 3.1: Wildtype qHTS. Voltage-gated inwardly rectifying potassium channel KCNH2 (Homo sapiens), Q12809. U2OS, BacMam KCNH2, thallium flux FluxOr; active compounds read low. activity change, % at 1.84 µM. 340,000 compounds, 0.37% hits. AID 720551, 2013;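 active means maximum activity change below -70%; inconclusive means maximum activity change between -70% and -50%; inactive means maximum activity change above -50%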; further: on the % scale 0 is the no-effect control and ±100 the full control effect
Target sequence (Q12809 whole entry, looked up): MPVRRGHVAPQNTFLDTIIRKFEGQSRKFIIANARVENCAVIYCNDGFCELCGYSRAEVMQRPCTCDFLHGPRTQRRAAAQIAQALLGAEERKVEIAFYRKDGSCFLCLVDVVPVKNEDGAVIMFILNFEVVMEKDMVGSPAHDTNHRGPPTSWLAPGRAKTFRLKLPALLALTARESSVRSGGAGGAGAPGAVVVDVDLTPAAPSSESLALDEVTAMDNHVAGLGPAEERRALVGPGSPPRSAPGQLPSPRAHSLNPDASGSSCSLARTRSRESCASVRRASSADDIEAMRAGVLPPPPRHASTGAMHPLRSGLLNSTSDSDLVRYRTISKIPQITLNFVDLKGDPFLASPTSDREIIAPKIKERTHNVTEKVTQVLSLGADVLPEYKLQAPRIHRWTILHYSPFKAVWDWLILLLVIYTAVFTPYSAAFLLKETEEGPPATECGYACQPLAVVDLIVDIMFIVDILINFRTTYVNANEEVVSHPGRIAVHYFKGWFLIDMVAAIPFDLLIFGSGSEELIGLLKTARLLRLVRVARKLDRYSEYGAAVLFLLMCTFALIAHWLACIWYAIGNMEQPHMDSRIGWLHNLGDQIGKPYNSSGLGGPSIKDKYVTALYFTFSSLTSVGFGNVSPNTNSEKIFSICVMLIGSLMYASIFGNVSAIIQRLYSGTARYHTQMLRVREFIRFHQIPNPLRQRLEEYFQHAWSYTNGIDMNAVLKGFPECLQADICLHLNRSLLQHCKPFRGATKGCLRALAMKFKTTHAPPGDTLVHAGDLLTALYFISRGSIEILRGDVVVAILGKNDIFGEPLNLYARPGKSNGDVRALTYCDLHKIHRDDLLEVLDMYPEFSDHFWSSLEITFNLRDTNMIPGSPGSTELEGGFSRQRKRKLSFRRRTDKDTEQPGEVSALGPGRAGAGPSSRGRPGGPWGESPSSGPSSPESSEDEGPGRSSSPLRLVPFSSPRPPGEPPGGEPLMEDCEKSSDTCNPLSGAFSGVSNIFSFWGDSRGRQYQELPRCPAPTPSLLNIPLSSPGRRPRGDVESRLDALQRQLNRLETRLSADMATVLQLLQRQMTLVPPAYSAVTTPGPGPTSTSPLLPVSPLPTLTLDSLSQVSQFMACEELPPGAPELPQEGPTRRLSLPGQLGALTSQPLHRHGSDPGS
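U2OS cells were transduced with wild-type KCNH2 virus (2.03 x 10^8 / mL) for 4 h at room temperature, then cultured overnight at 37 C. Thallium flux was read with FluxOr dye. Rate constants were normalized to DMSO controls.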
Tb PFK block: qHTS Assay to Find Inhibitors of T. brucei phosphofructokinase | 330,000 compounds, 0.17% hits | Potency, µM (highest dose often 57.5 µM), inactives show at the top dose activity, negative = inhibition, most hits filed as inhibitors | ATP-dependent 6-phosphofructokinase (Trypanosoma brucei brucei), O15648 | T. brucei PFK, ADP-Glo luminescence;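 further: potency means the concentration at half of the fitted maximal effect; 0% = uninhibited 1x PFK enzyme wells and -100% = no-enzyme wells; nearly all actives have a fitted effect of over 60% in size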
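1.25 nM PFK with 0.5 mM F6P and 0.1 mM ATP in 0.1 M TEA pH 8.0, 5 mM MgCl2, incubated 45 min at room temperature; ADP measured by ADP-Glo luminescence; compounds titrated up to 57 uM.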
GALK inh: qHTS Assay for Inhibitors of Human Galactokinase (GALK) | P51570 | Purified GALK, Kinase-Glo residual ATP luminescence | Potency, µM (titrated, usually from 57.5 µM), for the others: at the highest dose activity change, negative = inhibition, most hits filed as inhibitors | 270,000 compounds, 0.007% hits | AID 1868, 2009; further: potency means the concentration at half of the fitted maximal effect; on the % scale 0 is the no-effect control and ±100 the full control effect
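Compounds were pin-transferred into ATP buffer (35 uM final), then GALK plus galactose (5 nM, 100 uM final) was added. After 1 h at room temperature, Kinase-Glo Plus was added and luminescence read after 10 min.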
Giardia kill: Small Molecules that selectively kill Giardia lamblia: qHTS. Giardia lamblia trophozoite viability. activity change, % at 7.66 µM, hits read low. 340,000 compounds, 0.15% hits. AID 540267, 2011; in the data active means activity change below about -80%; inconclusive means between about -30% and that limit;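 further: parasites exposed to compound for two days anaerobically before the ATP read; on the % scale 0 is the no-effect control and ±100 the full control effect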
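Giardia lamblia trophozoites (100 cells/well) were incubated with compounds for 48 h at 37 deg C under anaerobic conditions. Viability was read as ATP content by one-step luminescence after 15-30 min at room temperature.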
TSHR antag: Antagonists of the Thyroid Stimulating Hormone Receptor: HTS campaign | 330,000 compounds, 0.2% hits | activity change, negative = inhibition, % at 11.5 µM | AID 504810, 2011 | Thyrotropin receptor (Homo sapiens), P16473 | TSHR-expressing cells, TSH-stimulated cAMP HTRF, 2 h; active compounds read low;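 active means activity change below a set negative limit, meaning inhibition stronger than a set level, cut at about -70% in these data; inconclusive means activity change between two set negative limits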; further: on the % scale 0 is the no-effect control and ±100 the full control effect
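Freshly harvested TSHR cells receive pin-tooled compound, then EC80 TSH at 4nM final. After 2 hours at 37 deg C, antibody in lysis buffer and cAMP-d2 are added; 30 minutes at ambient temperature precede the HTRF read.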
Coupling enz: qHTS Assay for Inhibitors of Fructose-1,6-bisphosphate Aldolase from Giardia Lamblia: Coupling assay counterscreen | coupling enzyme system counterscreen, AmpLite Red fluorescence | activity change, negative = inhibition, % at 58.2 µM, hits read low | 290,000 compounds, 0.67% hits | AID 2472, 2010; in the data active means activity change below about -30%; further: on the % scale 0 is the no-effect control and ±100 the full control effect
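First, compound is pin-transferred into glyceraldehyde-3-phosphate coupling-enzyme reagent at 57.5 uM final and held 10 min at RT. Next, substrate, coupling system and AmpLite Red are added. After 20 min RT, fluorescence (525/598 nm) is read.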
* hit, by the source's call; ? = inconclusive; nt = no result given; [ ] = another dose, or the depositor's remark. Unless noted, the call rests on the fitted dose curve; in most records, active means well fitted curve in the direction sought with a large enough effect; inconclusive means small, poorly fitted or top-dose-only effect, or another doubt; inactive means no such curve, though single readings can be large; an effect the other way counts as inactive or inconclusive.

SMILES	MLL CXXC-DNA inh	TCR activator	Chronic BCR inh	AT treatment	KCNH2 WT inh	Tb PFK block	GALK inh	Giardia kill	TSHR antag	Coupling enz
Cc1cc(C)c(C(N)=O)c(NC(=O)Nc2ccccc2Cl)n1	19.5%	10.2%	0.1%	-4.4%	-3.0	-2.1%	nt	-8.0	5.0	-1.2
Cc1ccc(/C=C2\SC(=S)N(CCCC(=O)Nc3ccccn3)C2=O)cc1	0.3%	-0.7%	?	-6.9%	-14.9	-2.5%	nt	0.4	-8.3	2.0
Fc1ccccc1COc1ccc(/C=N/NC(=S)NCc2ccccc2)cc1	1.6%	5.3%[46.1 µM]	?	-5.0%	-6.7	-1.3%	2.9%	-3.7	-11.9	2.0
CCn1c(SCC(=O)OC(C)C)nnc1-c1ccccc1	6.5%	-1.8%	-1.0%	-8.7%	-7.7	-3.2%	3.6%	-15.8	1.8	2.5
COC(=O)C1=C(C)N=C2SCCC(=O)N2C1c1cc(Br)ccc1OC (stereo not given)	-0.5%	6.5%	0.1%	-0.5%	16.2	-13.1%	0.9%	-3.3	2.6	-1.1
Cc1c(NC(=O)COC(=O)C2CC3C=CC2C3)c(=O)n(-c2ccccc2)n1C (stereo not given)	2.4%	-0.1%	-2.0%	nt	-3.8	1.4%	0.0%	-9.3	-3.4	2.7
CCCOc1cccc(C2C(C(=O)c3cc4ccccc4o3)=C(O)C(=O)N2c2cc(C)on2)c1 (stereo not given)	?	3.6%	5.2%	5.5%	-3.2	-6.5%	-3.2%	-0.5	-7.6	nt
COc1ccc(N2CCN(C3CCCCC3NS(=O)(=O)c3ccccc3)CC2)cc1 (stereo not given)	-5.4%	-2.3%	1.0%	-5.7%	1.6	3.0%	-1.2%	26.9	-9.7	-3.3
CCCn1c(=N)n(CC(=O)c2ccco2)c2ccccc21	-2.1%	-3.6%	?	2.7%	-14.6	-0.4%	2.1%	-8.4	6.3	0.8
Cc1ccc(S(=O)(=O)NCCC(=O)OCC(=O)N(C)c2ccccc2)cc1	nt	-3.4%	7.3%	-5.8%	-7.8	25.6%	nt	16.4	4.2	nt
Cc1sc2ncnc(OCC(=O)c3ccc(S(=O)(=O)N4CCCC4)cc3)c2c1C	0.6%	5.0%	-0.8%	2.3%	-7.8	-0.8%	1.3%	-3.1	-5.5	2.1
Cc1nc(C2CCC3C4CCC5=CC(=O)CC[C@]5(C)C4CC[C@]23C)cs1 (stereo not given in full)	7.6%	nt	-1.6%	?	nt	-3.8%	3.7%	nt	21.6	0.4
COc1ccc(CC(=O)NNC(=O)c2cccnc2)cc1OC	17.9%	15.3%	0.3%	-2.4%	-5.4	-2.0%	2.4%	-9.7	23.2	0.1
COc1ccc(C(=O)NCc2cc(C)nc3ccccc23)cc1	7.2%	-1.3%	?	2.2%	-1.5	0.6%	-0.2%	-16.4	-9.7	-0.9
O=C(C1CC1)N1N=C(c2ccccc2)CC1(O)C(F)(F)F (stereo not given)	-10.0%	-2.9%	-6.5%	10.1%	-8.0	-3.0%	7.8%	6.7	-6.6	2.7
Cc1cccc(NC(=O)c2cc3c(n(-c4ccccc4)c2=O)CCCC3=O)n1	-3.3%	-1.5%	4.8%	-0.3%	-1.4	-10.9%	-0.4%	-4.5	-2.6	-28.5
COc1ccccc1NC(=O)CN1C(=O)NC2(CCCc3ccccc32)C1=O (stereo not given)	nt	1.8%	0.0%	-1.2%	0.0	15.6%	nt	-20.9	-10.3	nt
COc1ccccc1C(=O)NN(C)C1=NS(=O)(=O)c2ccccc21	-5.1%	-5.0%	2.5%	4.6%	-4.0	-3.7%	nt	-13.0	1.3	1.8
CCOP(=O)(c1ccc(N(C)C)cc1)C(O)c1ccncc1 (stereo not given)	0.9%	-6.7%	4.4%	-2.5%	-2.2	1.6%	5.2%	-14.4	3.8	2.9
CSc1nc(N)cc(=O)[nH]1	5.2%	-1.0%	1.7%	-0.6%	11.5	0.8%	-3.5%	25.5	11.3	1.0
Cc1cccc(N/C(N)=N/c2nc(C)cc(C)n2)c1	3.9%	-2.3%	-3.6%	-4.7%	7.3	-1.6%	0.3%	0.1	-4.9	1.2
Cc1cccc(C)c1NC(=O)CNC(=O)CCCN1C(=O)c2cccc3cccc(c23)C1=O	nt	2.5%	?	0.0%	1.7	-1.7%	nt	13.0	25.0	nt
Cc1ccc(-c2ccc(=O)n(CCC(=O)NCCN3CCCCC3C)n2)cc1 (stereo not given)	-1.6%	0.5%	-6.2%	-5.0%	11.1	19.6%	1.3%	13.3	0.2	1.2
CCn1c(SCC(=O)NC(=O)Nc2ccc3c(c2)OCCO3)nnc1-c1cccs1	5.9%	5.9%	-13.5%	10.5%	1.5	-1.6%	1.5%	0.6	5.7	0.1
NC(=S)N/N=C/c1cccc(O)c1O	5.7%	4.0%	-8.3%	-4.3%	-1.4	4.5%	9.6%	-7.8	0.7	-29.7
CCN(CC)C(=O)Cn1cc(/C=C(\C#N)C(=O)N2CCN(c3ccccc3)CC2)c2ccccc21	-3.6%	nt	?	-4.3%	-10.1	-1.5%	-0.5%	-3.1	6.8	1.0
O=C(NCc1cccnc1)C1CCC(c2ccc(Cl)cc2)CC1 (stereo not given)	-9.1%	3.1%	8.2%	-0.4%	17.3	0.9%	-0.4%	-1.0	-14.3	-4.0
COc1ccc(Cl)cc1NC(=O)CSc1nnc(-c2ccco2)o1	0.2%	-2.6%	-1.1%	16.5%	-17.7	0.0%	2.1%	0.1	-1.5	nt
O=C(NNC(=O)c1ccc(Oc2ccc(C3SCCS3)cc2)o1)c1ccc(Cl)cc1	-14.8%	0.2%	?	-12.3%	10.4	-3.4%	2.3%	4.8	-14.5	9.6
COc1ccc(CC(=O)NNC(=O)Cc2ccc(OC)cc2)cc1	6.3%	nt	0.2%	2.1%	nt	-1.1%	3.4%	nt	-0.6	-0.4
Cc1noc(C)c1COc1cccc(C(=O)OCC(=O)NCCN2C(=O)CSC2=O)c1	13.8%	-5.9%	-16.9%	1.6%	7.4	1.8%	-1.6%	13.7	1.6	1.9
CN(C)/N=C/C=C1\CCC/C(=C\c2ccc(F)c(F)c2)C1=O	?	-1.2%	-26.5%	10.7%	3.2	-15.9%	-2.3%	-9.8	-5.4	-2.0
COC(=O)C(Cc1c[nH]c2ccccc12)NC(=O)C(=O)c1c[nH]c2ccccc12 (stereo not given)	6.8%	-9.4%	-15.0%	2.6%	-0.7	-5.7%	0.0%	-19.3	-8.5	nt
O=c1[nH]c(-c2ccc(F)cc2)nc2c1sc(=S)n2-c1ccccc1	16.0%	-4.4%[46.1 µM]	5.8%	0.3%	-14.0	-7.3%	-6.1%	-14.1	-33.3	1.0
CC(=O)Oc1ccc(/C=N/NC2=NS(=O)(=O)c3ccccc32)cc1	?	-6.0%	?	-5.3%	4.1	1.6%	-5.0%	-1.7	-8.3	-0.2
COc1ccccc1C1CC(c2cccs2)=Nc2ccccc2S1 (stereo not given)	15.0%	6.0%	?	-4.6%	3.7	-23.7%	-0.9%	-23.6	76.0	1.0
CC(=N)C1=C(O)CC(c2ccccc2)CC1=O (stereo not given)	-3.0%	-3.6%	-6.0%	6.6%	-11.6	5.6%	5.3%	7.1	-1.9	3.5
CCOC(=O)C1(Cc2ccccc2C)CCCN(C(=O)c2ccnn2C)C1 (stereo not given)	-7.2%	-4.8%	13.4%	11.9%	5.7	2.2%	2.4%	-4.9	26.3	-4.0
Cc1ccc2c(c1)NC(=O)C(CC(=O)NC1CCCCC1C)O2 (stereo not given)	2.6%	-6.7%[46.1 µM]	2.7%	-0.7%	3.9	-8.7%	-1.5%	-16.6	-2.8	0.8
COc1ccccc1NC(=O)Nc1ccc(F)c(F)c1	-7.4%	2.0%	?	0.0%	0.8	-14.8%	-0.7%	-26.5	-5.9	-5.4

An unsorted share of the library; overall some 1.6% were active at least once.
